mcGAS lum – cyclic GMP-AMP synthase inhibitors, mouse, primary biochemical chemiluminescence; inhibition, % at 12.5 µM; recombinant cGAS, Kinase-Glo ATP depletion luminescence; Q8C6L5; 160,000 compounds, 0.15% hits;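 also: 0% = negative control wells and 100% = reference inhibitor with no enzyme activity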
NPYLR7 agonist – agonists of mosquito NPYLR7 receptor, primary screen, cell-based, Aedes aegypti, calcium fluorescence, mosquito biting behavior | Aedes aegypti neuropeptide Y-like receptor 7 (NPYLR7) | HEK293T NPYLR7/Galpha15, GCaMP6s calcium fluorescence | activation, % at 10 µM | 270,000 compounds, 0.15% hits | AID 1259423, 2018; in the data active = activation above about 40%;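 also: 0% = vehicle and 100% = reference agonist at the receptor; some compounds past the cut are filed as inactive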
hcGAS inh – Primary biochemical luminescence assay for human cyclic GMP-AMP synthase inhibitors; Q8N884; recombinant h-cGAS, ATP depletion, Kinase-Glo luminescence; 290,000 compounds, 0.081% hits; AID 1259398, 2018; inhibition, % at 12.5 µM;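 also: 0% = vehicle reaction and 100% = reaction without DNA for no activity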
Target sequence (Q8N884 whole entry, looked up): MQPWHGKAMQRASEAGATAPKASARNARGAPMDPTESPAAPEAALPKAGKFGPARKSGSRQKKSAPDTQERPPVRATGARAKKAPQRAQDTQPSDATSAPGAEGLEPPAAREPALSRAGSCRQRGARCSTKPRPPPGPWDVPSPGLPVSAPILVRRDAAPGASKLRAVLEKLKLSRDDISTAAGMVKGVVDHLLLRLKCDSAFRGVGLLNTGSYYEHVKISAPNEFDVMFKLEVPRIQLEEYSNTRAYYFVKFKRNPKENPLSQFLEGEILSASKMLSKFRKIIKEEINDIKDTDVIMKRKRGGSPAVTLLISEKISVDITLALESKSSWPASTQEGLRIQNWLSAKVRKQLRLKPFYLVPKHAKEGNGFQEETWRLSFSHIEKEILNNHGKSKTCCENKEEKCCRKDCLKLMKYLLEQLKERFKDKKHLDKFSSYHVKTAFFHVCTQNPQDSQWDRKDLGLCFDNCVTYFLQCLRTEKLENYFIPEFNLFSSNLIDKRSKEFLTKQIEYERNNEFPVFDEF
* hit, by the source's call; · = not tested or not shown; & = joins results of further samples. Rule as the data show it, unless noted: active = inhibition above about 40%; inactive = the rest.

Values run as follows: mcGAS lum, hcGAS inh, NPYLR7 agonist
> Cc1noc(-c2ccco2)c1C(=O)NCCCN1CCOCC1
    -4, -3, 16
> COc1cc(OC)c(OC)cc1CNC(C)c1ccc(Br)cc1 (stereo not given)
    ·, 0, -1
> O=C(c1cn(C2CCCCC2)nn1)N(Cc1ccccn1)CC1CCCO1 (stereo not given)
    ·, -3, 1
> CC(=O)c1c(C)nc2ccc(Cl)cc2c1-c1ccccc1
    -3, -5, 11
> CCOC(=O)c1nn(Cc2ccc(OC)cc2)c2c1CN(C(=O)c1scc3c1OCCO3)CC2
    -15, -3, 5
> C=CCSc1nnc(-c2sc3ccccc3c2Cl)o1
    ·, -11, 4
> CNC(=O)CC(C)N(C)Cc1cc(C(C)(C)C)ccc1O (stereo not given)
    -12, -5, 5
> Cc1cccc(-c2ncc(CNC(C)c3cnn(-c4cccc(F)c4)c3C)cn2)c1 (stereo not given)
    -9, -4, 6
> Cc1cc(OS(=O)(=O)c2ccc(Cl)cc2)cc2c1C(=O)/C(=C/c1cccnc1)O2
    -3, -6, 2
> COc1ccc(Cc2nnc3n2N=C(C24CC5CC(CC(C5)C2)C4)CS3)cc1
    ·, -4&0, 8&5
> CCOc1ccc(C(O)=C2C(=O)C(=O)N(CCCN(C)C)C2c2ccc(F)cc2)c(C)c1 (stereo not given)
    -1, 0, -2
> Cc1cccc(C)c1OCC(C)NCC(=O)Nc1cnccn1 (stereo not given)
    ·, 1, 4
> COc1ccc(CN(CC(C)C)C(=O)c2ccc(Br)cc2)cc1OS(=O)(=O)c1ccc(F)cc1
    0, 2, 3
> CCN1CCc2nc(NC=CC(=O)C(F)(F)F)sc2C1
    ·, -6, 15
> O=C(Cc1ccc(N2CCCC2=O)cc1)NCCc1ccc(F)cc1
    ·, -6, 8
> CC(C)(C)n1cc(C#N)c(NC(=O)Cc2cccs2)n1
    ·, -6, -2
> Cc1n[nH]c(C)c1CCNC(=O)c1cccc(NCc2cccnc2)c1C
    ·, -4, 25
> COCC(O)CN(C)CCC(=O)Nc1cc(Cl)ccc1OC (stereo not given)
    ·, -7, -1
> CN(Cc1nc(-c2ccc(Br)s2)no1)c1nccs1
    ·, -6, -2
> CC(C)CCNC(=O)Cn1cnc2cc(F)c(F)cc21
    -8, -8, 3
> CN(CC(=O)c1ccc(O)cc1)C(=O)C[C@@H]1C[C@@H]2C=C[C@H]1C2
    -12, -10, ·
> CN(C(=O)c1cccs1)C(Cc1ccccc1)C1CCN(C(=O)CC2=CCCCC2)CC1 (stereo not given)
    -8, -4, 6
> Cc1c(NC(=O)c2ccc(Br)cc2)c(=O)n(-c2ccccc2)n1C
    -9, -4, 12
> O=C(Nc1ccc(Cl)c(C(F)(F)F)c1)N[C@H]1CCCCNC1=O
    -4, -5, 0
> COC(=O)[C@H]1C[C@@H](O)CCN1C(=O)c1ccccc1NCc1cccs1
    ·, -3, 15
> Cn1ncc2c1NC(=O)CC2c1cc2ccccc2o1 (stereo not given)
    ·, -8, -1
> CS(=O)(=O)c1ccc(Nc2cc3c(cn2)cc(-c2cccnc2)n3Cc2ccccc2)cc1
    -7, -4, 27
> Cc1cn2c3c(=O)n(C)c(=O)n(C)c3nc2n1-c1ccc(OCCN2CCOCC2)cc1
    -8, -6, -5
> CCNC(=O)c1cccc(NC(=O)c2ccccc2F)c1
    ·, -15, 4
> CCc1cccc(CC)c1NC(=O)CCCn1cnc2c(C)cccc2c1=O
    0, 3, 3
> NC(=O)CC(N)=S
    ·, 27, 24
> CC1(C(=O)Nc2ccc3c(c2)OCO3)CCN1C(=O)CC1CC1 (stereo not given)
    ·, -12, 3
> O=C(O)c1ccc(Oc2cccc(Cl)c2Cl)nc1
    -14, 0&-4, 4&11
> O=C(Cc1ccccc1)NCc1nnc(SCC(=O)Nc2ccccc2C(F)(F)F)n1-c1cccc(Cl)c1
    ·, -6, -6
> CCNC(=O)N(CCOC)CC(=O)N1CCc2sccc2C1COc1ccccc1OC (stereo not given)
    -5, 0, -2
> Cc1ccccc1CCC(=O)N1CCC(n2cnc3cc(C(F)(F)F)ccc32)CC1
    -4, -2, 1
> NC(=O)c1ccc(CN2CCN(Cc3ccsc3)CC2)cc1
    -4, 0, -1
> O=C(NCCCn1ccnc1)c1ccc(S(=O)(=O)N2CCCCCC2)cc1
    ·, -7, 8
> Cc1cccc(C)c1OC(=O)c1ccc([N+](=O)[O-])cc1Cl
    ·, 1, -6
> Cc1ccc(CNS(=O)(=O)N2CC(C)OC(C)C2)cc1 (stereo not given)
    ·, -7, 0
> O=C(N=Nc1c(O)n(Cc2ccccc2)c2ccccc12)c1ccccc1O
    -5, -7, 4
> CC(=O)OCC(=O)Nc1ccc2nc(-c3ccsc3)nn2c1
    -5, 1, 1
> CCCCC1CCCN1C(=O)CSc1n[nH]c(CC)n1 (stereo not given)
    -12, -6, 4
> CC(C)c1nc(CNc2ccccc2CC(=O)N(C)C)cs1
    ·, -7, 1
> COc1ccc(CCNC(=O)c2cn(Cc3cccc4ccccc34)nn2)cc1
    -10, -7, 2
> CN1CCN(c2cc(Cl)nc(SCc3ccc(C(=O)O)cc3)n2)CC1
    -5, -3, -5
> c1ccc(CCNCCOc2ccccc2)cc1
    ·, -7, 18
> Cc1cc(S(=O)(=O)Nc2ccc(Cl)c(N3CCCS3(=O)=O)c2)ccc1F
    ·, -2, -4
> CC(C)N(CC(=O)N(CCc1c[nH]c2ccccc12)Cc1ccc(F)cc1)C(=O)/C=C/c1ccccc1
    -6, -18, -3
> Cc1cc(NC(=O)c2nc(N3CCCC3)ncc2Cl)nc(C(C)C)n1
    ·, -8, 5
> COCCn1c(=NC(=O)c2ccnn2C)sc2cccc(F)c21
    -8, -4, ·
> COC(=O)C1=C(C)N(C)C(C)=C(C(=O)OC)C1c1ccccc1C
    -7, -3, 4
> O=C(NCC1CC1)c1ccc(O)c(Cl)c1
    ·, -12, 1
> O=C(CC1=CCCCC1)N1CCCC(N2CCN(Cc3ccc4c(c3)OCO4)CC2)C1 (stereo not given)
    ·, -4&-4, -4&11
> CC(C)CC(NC1CCN(C(=O)c2ccccc2)CC1)c1ncnn1C (stereo not given)
    ·, -5, 9
> Cc1cc(C(=O)N2CCC(n3nc(C)cc3C)C2)c2ccc(F)cc2n1 (stereo not given)
    ·, 1, 1
> CCCCc1ccc(N2C3=[N+](CCCS3)CC2(O)c2ccc(Cl)cc2)cc1 (stereo not given)
    ·, 5, -4
> CN[C@@H](C)C(=O)N(Cc1ccc(SC)cc1)C1CC1
    -11, -7, 24
> Cc1ccc(-n2nc(C)c3c(-c4ccc(O)c(O)c4)c(C#N)c(N)nc32)cc1C
    ·, -3, 6
> c1ccc2c(c1)sc1[n+]2CCCS1
    -5, -11, 0

Following part.
Values run as follows: mcGAS lum, hcGAS inh, NPYLR7 agonist
> O=C(CSc1nccn(-c2ccc(F)c(F)c2)c1=O)NC1CCCC1
    -8, -11, 0
> O=C(Cn1c(=O)cnc2ccccc21)N(CC1CCCO1)C1CCS(=O)(=O)C1 (stereo not given)
    -6, -6, 3
> O=C(CN1CCN(c2cc(Oc3ccc(F)c(Cl)c3)ncn2)CC1)N1CCCC1
    -3, -7, -1
> CC1Oc2c(cccc2C(=O)N(C)CC(=O)NC(C)(C)C)NC1=O (stereo not given)
    ·, -7, 11
> COc1cccc(N2C(=O)/C(=C/c3ccc(-c4cc(Cl)ccc4Cl)o3)C=C2c2ccccc2)c1
    -6, -4, 12
> CSc1ccc(CNCc2cccnc2N2CCCC(O)C2)cc1 (stereo not given)
    ·, -6, 11
> CN(CC(=O)Nc1cc(F)cc(F)c1)Cc1cccnc1
    -7, 0, -1
> N#Cc1c(Cl)cccc1NCC1(N2CCOCC2)CCCCC1
    -5, -4, 6
> CCC(C(=O)N(Cc1ccc(F)cc1)Cc1cc(NC(=O)COC)ccc1N(C)C)c1ccccc1 (stereo not given)
    -6, -3, -3
> CC(=O)NCCC(=O)Nc1ccnn1Cc1cccc(Cl)c1
    -12, -5, 0
> Cc1cc(C(C)NC(=O)Nc2ccc(N3CCCN(C)CC3)c(F)c2)c(C)s1 (stereo not given)
    -6, 0, 0
> CC(C)Nc1nc(NCCN2CCCC2)c2sc(-c3ccccc3)cc2n1
    ·, -4, 7
> CC(C)c1nc(CN(C)Cc2ncc[nH]2)cs1
    -6, -1, 5
> O=C(NCc1cccnc1)c1nn(-c2ccccc2F)c(=O)n(Cc2ccccc2F)c1=O
    -3, 3, -3
> COCCOc1nc(-c2ccc(Cl)c(Cl)c2)n(-c2ccc(NC(=O)c3cccs3)cc2)n1
    -7, 4, 24
> COc1ccccc1CN1CCn2nc(C(=O)NC3CC3)cc2C1=O
    -2, -4, 20
> Cc1ccc(Nc2nc(NCCN(C)C)nc3c2cnn3-c2ccccc2)cc1
    -5, -5, 0
> CC1(c2ccccc2)CC(=O)N(CN2CCOCC2)C1=O (stereo not given)
    ·, -2, -15
> CC(C)(C)OC(=O)NC1CCCCC1NS(=O)(=O)c1cccc(F)c1 (stereo not given)
    ·, 4, -3
> CCc1nnc(CN(C)CCN2CCN(c3ccccc3)CC2)o1
    ·, -14, 3
> CCOC(=O)CNC(=O)N1CCSC1c1ccccc1F (stereo not given)
    -5, -6, 16
> Cc1ccc(NC(=O)CC(=O)NCC2CCS(=O)(=O)C2)c(C)c1 (stereo not given)
    -2, 1, -4
> CC1(C(=O)NS(=O)(=O)C2CC2)CCN1C(=O)Cc1ccc(-c2ccccc2)cc1 (stereo not given)
    ·, -5, 2
> COc1ccc(-c2cc3c(SCC(=O)Nc4ccccc4C)nccn3n2)cc1
    -11, -4, 0
> CCOC(=O)C1CCN(c2cc(CC)nc3ncnn23)CC1
    1, -10, 0
> CC1CCC(C(N)=O)CN1C(=O)/C=C/c1c(F)cccc1F (stereo not given)
    0, 4, 0
> O=C(O)c1[nH]ncc1CN1CCC(c2[nH]ncc2Cc2ccccc2)CC1
    -22, -6, 1
> CNC(=O)Cn1c(CO)cnc1SCC(=O)N1CCc2ccccc21
    -9, -6, 7
> Cc1cc(=O)[nH]c(C)c1C(=O)N1C[C@@H](CN2C[C@@H](C)O[C@@H](C)C2)[C@@H](CO)C1
    -3, -9, ·
> COc1ccc(OCCN(C)Cc2cc(=O)oc3cc(C)c(C)cc23)cc1
    -7, -4, -1

5 entries drawn at random from those above:
Values run as follows: mcGAS lum, hcGAS inh, NPYLR7 agonist
> CC1(c2ccccc2)CC(=O)N(CN2CCOCC2)C1=O (stereo not given)
    ·, -2, -15
> CC1(C(=O)NS(=O)(=O)C2CC2)CCN1C(=O)Cc1ccc(-c2ccccc2)cc1 (stereo not given)
    ·, -5, 2
> CC(C)(C)OC(=O)NC1CCCCC1NS(=O)(=O)c1cccc(F)c1 (stereo not given)
    ·, 4, -3
> CCc1nnc(CN(C)CCN2CCN(c3ccccc3)CC2)o1
    ·, -14, 3
> Cc1ccc(NC(=O)CC(=O)NCC2CCS(=O)(=O)C2)c(C)c1 (stereo not given)
    -2, 1, -4

(further entries)
Values run as follows: mcGAS lum, hcGAS inh, NPYLR7 agonist
> CC(C)c1ccc(C=NCCO)cc1
    ·, -18, 5
> CC(C)NCC(O)c1cc(O)cc(O)c1 (stereo not given)
    -5, -6&-4&-8&-8, 32&15&3&0
> COc1ccccc1OCc1cc(C(=O)N(C)C(C)c2cccs2)no1 (stereo not given)
    ·, -8, -7
> C(=NN1CCCCC1)c1ccc2c(c1)OCO2
    -11, -17, 4
> O=C(O)Cc1csc2nc(-c3cccs3)cn12
    ·, 5, -2
> N=C1c2ccccc2CN1n1cnc2scc(-c3ccccc3)c2c1=O
    ·, 12, 6
> COC(=O)CC1(NC(=O)c2cccc(Oc3ccncc3)c2)CCOCC1
    ·, -8, 7
> N#Cc1c(N)n(-c2ccccc2O)c2nc3ccccc3nc12
    ·, -2, 18
> COc1ccccc1C(=O)C1CCCN(C(=O)c2ccc(C(C)=O)s2)C1 (stereo not given)
    -9&-3, -7&-2, -3&0
> O=C1OCCN1Cc1nc(CCc2ccccc2)nn1-c1ccccn1
    -9, -4, -2
> OC(COC1CCCc2ccccc21)CN1CCc2sccc2C1 (stereo not given)
    -1, 4, -3
> CCNC(=O)N1CCC(=O)N(C)c2ccccc2C(OCC(=O)NC)C1 (stereo not given)
    1, 7, 8
> Cc1ccc(-n2c(-c3ccccc3C)n[nH]c2=S)cc1
    ·, -3, -2
> S=c1sc2c(Cl)ncnc2n1-c1ccccc1
    ·, -5, 1
> Cn1c2nc(=Nc3ccccc3)n3c(c2c(=O)n1-c1ccccc1)CCCCC3
    -6, -9, 10
> O=C(c1cccc([N+](=O)[O-])c1)N1CCC2(CC1)OCC(C(=O)N1CCOCC1)N2C(=O)c1ccc(F)cc1 (stereo not given)
    -5, -5, 9
> CN(Cc1ncnn1C)C(=O)CSc1ccccc1
    ·, -2, -11
> O=C(Nc1ccc(Cl)c(-c2nc3cc(Cl)ccc3o2)c1)C1CC1
    5, -4, -19
> CC(=O)Nc1cccc(NC(=O)CSc2nc(=O)n(N3CCN(C)CC3)c3c2CCCC3)c1
    -5, -2, 0
> CC(C)Cn1cc(C(=O)NCc2ccco2)c(=O)c(C(=O)N2CCC(Cc3ccccc3)CC2)c1
    -12, -5, 12
> CC(C)(C)c1cn(C2CCN(C(=O)CN3CCCCC3=O)CC2)nn1
    ·, -3, 15
> COc1ccc(NC(=O)C=Cc2ccco2)cc1S(=O)(=O)N1CCOCC1
    ·, 3, -15
> O=S(=O)(c1ccc2c(c1)nc(SCc1noc(-c3ccsc3)n1)n2CC1CC1)N1CCCC1
    -2, -4, 27
> CSc1ccccc1CN1CCC(Cc2ccc(C(F)(F)F)cc2)CC1
    1, 1, 4
> Cc1c(C)n2c3c(=O)n(Cc4ccccc4Cl)c(=O)n(C)c3nc2n1CCOCCO
    ·, -5, 0

Compound activity: PubChem BioAssay, Fisher Drug Discovery Resource Center

Rows are unselected. About 0.26% of those tested had a hit in this group.
